Assay outcomes deposited in PubChem by Broad Institute.
RAD54 inh: inhibitors of human RAD54 branch migration, primary screen, biochemical, fluorescence, single point | RAD54 Holliday junction branch migration, FAM/BHQ fluorescence | inhibition, % at 10.4 µM | 360,000 tested, 0.14% active;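 active = mean normalized replicate activity at least 40 and at least half of replicates scoring 40 or more; inconclusive = only one of the two criteria met; inactive = mean below 40 and under half of replicates reaching 40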;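 note: 0% = median of neutral control wells and 100% = median of positive control wells; inhibitors cause a drop in the FAM fluorescence signal; in these data hits start at about 50%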
esBAF inh: Bmi1 luciferase reporter increase in mESCs, primary screen, esBAF inhibitor project, mouse ES cells, Bmi1 luciferase knock-in, single point; 24 h; 100% = twice the neutral-well signal; reporter increase, % at 12.5 µM; 350,000 tested, 2% active; AID 602393, 2012; in the data active = activation above about 40%; inconclusive = no clear call, values can overlap the other calls;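 note: 0% = median of the plate's neutral control wells and 100% = double that signal; a rise in the Bmi1 reporter signal indicates esBAF inhibition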
RAD52 anneal inh: RAD52 DNA annealing inhibitors, primary screen, biochemical, FRET, single point, set 2; inhibition, % at 18.7 µM; AID 651710, 2012; recombinant RAD52 DNA annealing, FRET fluorescence; 360,000 tested, 0.46% active;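 active = every replicate showing at least 50% inhibition; inconclusive = mean inhibition at least 50% but not in every replicate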
Target sequence (P43351 whole entry, looked up): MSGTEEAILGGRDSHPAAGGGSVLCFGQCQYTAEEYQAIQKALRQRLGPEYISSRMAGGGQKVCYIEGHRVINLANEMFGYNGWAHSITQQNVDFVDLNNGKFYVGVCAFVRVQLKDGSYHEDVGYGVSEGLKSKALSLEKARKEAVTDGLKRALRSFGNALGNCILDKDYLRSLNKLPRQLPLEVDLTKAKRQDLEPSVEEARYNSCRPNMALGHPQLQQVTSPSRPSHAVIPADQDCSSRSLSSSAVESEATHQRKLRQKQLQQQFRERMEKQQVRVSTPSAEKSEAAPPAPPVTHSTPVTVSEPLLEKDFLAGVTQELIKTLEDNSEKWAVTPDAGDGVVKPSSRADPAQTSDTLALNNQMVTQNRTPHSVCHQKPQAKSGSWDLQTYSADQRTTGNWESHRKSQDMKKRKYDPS
ERp5 inh: inhibitors of ERp5-driven insulin aggregation, primary screen, biochemical, turbidity, absorbance 650 nm, single point; inhibition, % at 9.99 µM; 350,000 tested, 0.05% active; 90 min;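 active = mean replicate inhibition above about 25%, with every replicate also reaching it, limit read from the data, passing the limit was not always enough; inconclusive = only one of those two criteria met; inactive = neither criterion met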
Target sequence (Q15084 whole entry, looked up): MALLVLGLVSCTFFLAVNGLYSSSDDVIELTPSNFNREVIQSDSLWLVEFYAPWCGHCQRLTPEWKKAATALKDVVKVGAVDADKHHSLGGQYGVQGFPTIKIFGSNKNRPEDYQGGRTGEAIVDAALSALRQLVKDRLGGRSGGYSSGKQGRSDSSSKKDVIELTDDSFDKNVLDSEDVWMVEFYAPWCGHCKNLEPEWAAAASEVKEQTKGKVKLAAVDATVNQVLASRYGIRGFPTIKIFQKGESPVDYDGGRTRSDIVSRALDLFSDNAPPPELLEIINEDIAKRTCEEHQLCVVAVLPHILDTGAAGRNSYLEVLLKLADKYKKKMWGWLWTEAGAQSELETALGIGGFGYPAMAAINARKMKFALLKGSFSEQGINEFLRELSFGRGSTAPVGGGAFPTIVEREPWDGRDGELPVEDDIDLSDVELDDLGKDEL
ERAP1 HTS inh: human ERAP1 aminopeptidase inhibitors, primary screen, biochemical, single point, plate reader; AID 652197, 2013; 340,000 tested, 0.15% active; Endoplasmic reticulum aminopeptidase 1 (Homo sapiens), Q9NZ08; recombinant ERAP1, Leu-AMC fluorescence, 60 min; inhibition, % at 10.7 µM;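 active = mean replicate inhibition of at least 30%, or all replicates individually reaching that 30% level; inactive = mean below 30% and not every replicate reaching it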;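 note: 0% = neutral control wells and 100% = L-leucinethiol positive control wells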
E-sel inducer: E-selectin induction in HUVECs, primary screen, imaging, HUVEC, immunofluorescence imaging, single point; P16581; AID 686992, 2013; 260,000 tested, 0.37% active; activation, % at 7.58 µM; normalized: neutral wells 0, TNF-alpha wells 100;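 active = mean E-selectin-positive cell signal at least 10% of the positive control, reached in at least 60% of replicates, without over 20% cell loss; inconclusive = no rule given, readout overlaps actives, possibly toxicity-flagged; inactive = the rest, including those meeting only one limit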;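 note: in these data hits start at about 27%; measured in HUVEC primary endothelial cells; signal is the percent of cells scored E-selectin positive by PE staining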
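assay system = HUVEC, human umbilical vein endothelial cells | input = 3,000 HUVEC seeded per well | medium = EGM-2 growth medium on 0.1% gelatin-coated wells | dosing = one compound dose added by pin transfer | signal = immunofluorescence imaging | read-out basis = % PE-positive cells | control set = TNF-alpha, DMSO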
S100A4 inh HTS: inhibitors of S100A4-myosin IIA peptide binding, primary screen, biochemical, fluorescence polarization, TAMRA-MyoIIA peptide; AID 652163, 2013; 360,000 tested, 0.14% active; Protein S100-A4 (Homo sapiens), P26447; inhibition, % at 10.7 µM;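 active = mean inhibition of at least 70% across replicates, with every replicate also reaching that level; inconclusive = mean inhibition reaches 70% but some replicates fall short; inactive = mean inhibition below 70%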
Target sequence (P26447 whole entry, looked up): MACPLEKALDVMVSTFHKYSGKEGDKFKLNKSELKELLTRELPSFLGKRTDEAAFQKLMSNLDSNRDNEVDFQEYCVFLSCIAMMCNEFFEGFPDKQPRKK
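incubation = readout 5 min after mixing, signal stable up to 60 min | system = S100A4 monomer protein | buffer or medium = HEPES pH 7.2 with CaCl2, KCl, NaCl, DTT, Triton | benchmarks = neutral control DMSO, positive control TFP | also added = fluorescent myosin IIA peptide, 5 nM | compound dosing = one concentration per compound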
XiGFP reactiv: activators of inactive X chromosome reactivation, primary screen, imaging, XiGFP fibroblasts, GFP high-content imaging, set 2. XiGFP mouse fibroblasts, % GFP-positive cells imaging, 3 d; cells co-treated with 5-aza-dC sensitizer; scaled so ellipticine positive control = 100%. activation, % at 7.58 µM. 360,000 tested, 0.055% active. AID 743238, 2013;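 active = mean normalized replicate activation at least 10% and every replicate at or above 10%; inconclusive = only one of the two criteria met; inactive = mean below 10% and not all replicates reach 10%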;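 note: 0% = median of on-plate neutral control wells and 100% = ellipticine 6 µM median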
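assay system = SV40-immortalized XiGFP fibroblast cells, line 68-5-11 | buffer or medium = DMEM plus 5-aza-dC sensitizer | doses = single-point pinned compound dosing | times = 3-day compound exposure, then 15 min fixation at room temperature | benchmarks = positive control ellipticine, 6 µM final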
An asterisk follows results filed as active; ? = inconclusive; · = no result given. No enrichment for hits; about 2.5% have a hit in one of these screens.

structure	XiGFP reactiv	esBAF inh	ERAP1 HTS inh	E-sel inducer	RAD52 anneal inh	ERp5 inh	RAD54 inh	S100A4 inh HTS
CCN(CC)S(=O)(=O)c1ccc(OCC(=O)NC(=O)c2ccccc2OC)c([N+](=O)[O-])c1	-0.1	·	2	0.6	-6	3	16	-1
CCOC(=O)CSc1ccc2nnc(-c3ccccc3)n2n1	0.0	0	5	0.6	-4	0	-4	11
CN(C)CC(=O)Nc1ccc2c(c1)[C@H]1C[C@@H](CC(=O)NCc3ccc(Cl)cc3)O[C@H](CO)[C@H]1O2	-0.1	3	2	0.3	9	-8	11	9
C[C@@H]1CN([C@@H](C)CO)C(=O)Cc2cc(NC(=O)Nc3ccc(C(F)(F)F)cc3)ccc2O[C@H]1CN(C)C(=O)NC1CCCCC1	0.0	-5	-1	0.1	18	-3	-1	-5
CCCC#Cc1ccc2c(c1)O[C@H](CN(C)C)[C@@H](C)CN([C@H](C)CO)S2(=O)=O	-0.6	0	-3	-4.3	1	14	0	1
C[C@@H]1CN([C@H](C)CO)C(=O)c2cc(NC(=O)Nc3ccc(C(F)(F)F)cc3)ccc2O[C@@H]1CN(C)C(=O)Nc1ccc(F)cc1	-1.1	-8	4	-0.4	-6	4	-4	-42
COc1cccc(CN2CCNC(=O)C2CC(=O)NCCOc2cccnc2)c1 (configuration not stated)	0.2	·	1	·	-21	-4	·	-5
Oc1cc(Nc2ccccc2)cc2cccnc12	1.3	10	0	-0.2	-17	3	-12	-5
C[C@@H]1CCCCO[C@H](CN(C)C(=O)Nc2ccccc2)[C@H](C)CN([C@H](C)CO)C(=O)c2cc(NC(=O)Nc3ccc(F)cc3)ccc2O1	0.3	1	-3	0.0	-16	1	2	1
O=C(Nc1ccc(F)cc1)N1CC(=O)N2[C@@H](CO)[C@@H](c3ccc(-c4ccccc4)cc3)[C@@H]2C1	0.0	·	2	0.2	14	4	·	-36
O=C(CN(C(=O)CCC(=O)Nc1nccs1)c1ccc(F)cc1)NCc1ccc2c(c1)OCO2	0.5	-1	-5	0.0	-8	3	-5	-12
COc1ccc(NC(=O)C2CCCN(S(=O)(=O)c3cccc4nonc34)C2)cc1OC (configuration not stated)	0.0	·	1	·	-13	6	·	0
Cc1ccc(NS(=O)(=O)c2ccc3c(c2)oc(=O)n3C)c(C)c1	0.0	-2	1	·	-33	5	-6	0
O=C(O)C1SCCN1S(=O)(=O)c1ccc(N=NN2CCOCC2)cc1 (configuration not stated)	0.0	·	1	5.8	-6	0	·	5
COc1ccc(/C=N/n2cncn2)cc1Cn1cc([N+](=O)[O-])cn1	0.3	·	2	5.0	-3	-3	-15	-5
C[C@H]1CN([C@@H](C)CO)C(=O)c2cccc(NC(=O)c3cnccn3)c2O[C@H]1CN(C)CC1CC1	0.2	0	-2	-6.1	-15	-1	-2	2
CC(C)Oc1ccc(C(CC(=O)O)NC(=O)C(Sc2ccccc2)c2ccccc2)cc1 (configuration not stated)	0.1	·	9	·	-20	1	-1	7
O=C(C[C@H]1C=C[C@H](NC(=O)c2ccccc2)[C@@H](CO)O1)NCc1ccncn1	-0.8	-16	-1	-3.1	-15	5	-1	2
COc1ccccc1-n1c(SCC(=O)Nc2ccc(NC(C)=O)cc2)nc2c([nH]c3ccccc32)c1=O	0.0	-2	1	0.2	-8	4	6	-4
CC(C)c1nc2cc(C(=O)N(C)Cc3ccc(F)cc3)ccc2o1	0.2	7	1	0.2	-8	2	-2	1
CC(C)CCNC(=O)C1(O)c2ccccc2NC(=O)N1c1ccc(Cl)cc1 (configuration not stated)	0.4	28	6	·	1	3	10	0
COc1ccccc1-c1ccccc1[C@@H]1[C@@H](C#N)N(C(=O)C2CCC2)[C@H]1CO	0.1	·	-1	0.2	-4	0	·	10
CC(C)C(=O)NC(CC(=O)O)c1ccccc1 (configuration not stated)	-0.2	5	-5	·	-10	1	·	0
CC1CC1C(=O)N(C)CC(=O)Nc1cccc(F)c1 (configuration not stated)	0.3	0	4	2.3	-7	-4	-1	-1
COc1ccc(N(C)S(=O)(=O)c2cccc(C(=O)NC3CCCCC3C)c2)cc1 (configuration not stated)	0.1	-3	5	·	-8	0	-7	-2
O=C(NCc1ccccn1)C1CCN(S(=O)(=O)c2cnc[nH]2)CC1	·	0	0	·	-2	-5	-11	7
CO[C@H]1CN(C)C(=O)c2ccc(NS(C)(=O)=O)cc2OC[C@H](C)N(C(=O)c2ccc3c(c2)OCO3)C[C@@H]1C	-0.2	-5	·	-0.1	·	·	2	·
CN1CCN(c2ccc(NC(=O)c3ccccc3)cc2)CC1	-0.1	11	3	0.0	-18	0	-13	2
CN(C)CC#Cc1ccc([C@@H]2[C@H]3CN(CC4CCOCC4)CCCCN3[C@H]2CO)cc1	0.1	-1	·	-0.1	-1	·	-20	·
C[C@H](O)C#Cc1cnc2c(c1)C(=O)N([C@H](C)CO)C[C@@H](C)[C@H](CN(C)CC1CCOCC1)O2	-0.6	-4	-4	-0.5	-12	-5	4	-2
CC(C)C[C@H]1CNC(=S)N1C[C@H]1CCCN1C[C@H](CC(C)C)N1C[C@H](Cc2ccc(O)cc2)N(CC2CCCCC2)C1=S	0.1	·	-1	·	-14	5	·	0
NS(=O)(=O)c1ccc(NC(=O)C(=O)NCCC(=O)O)cc1	-0.1	-8	1	-0.1	4	7	-14	-3
CCCC[C@@H]1CNC(=O)C(=O)N1CC1CCCCC1	0.3	·	3	-0.1	-14	2	·	-10
Cc1cc(C(=O)NC2CCCc3c2cnn3-c2ccc(C)c(C)c2)nc(C)n1 (configuration not stated)	-0.1	-4	-5	-0.1	-1	-3	-6	2
Cc1ccc(C(=O)O/N=C2/CC3CCC2(C)[C@@]3(C)CBr)cc1 (some centres not stated)	0.3	4	-2	4.7	-4	-1	·	1
COc1cc(N=C(N)N=C(N)N)cc(OC)c1	0.0	6	-1	-0.1	-3	2	-5	-4
C[C@@H]1CN([C@@H](C)CO)C(=O)c2cccc(NC(=O)Nc3ccc(C(F)(F)F)cc3)c2O[C@H]1CN(C)S(=O)(=O)c1ccc(F)cc1	-0.4	2	-1	-0.5	6	1	1	0
COCCCNc1ccn2nc(-c3ccc(CC(C)C)cc3)cc2n1	0.0	25	-1	-0.4	-13	6	0	-3
Cc1ccc(CSCC(=O)NCc2cccnc2)cc1	-0.1	·	4	·	-7	1	·	0
C[C@@H]1CN([C@@H](C)CO)S(=O)(=O)c2ccc(-c3ccc(F)cc3)cc2O[C@H]1CN(C)C(=O)C1CCOCC1	0.8	1	3	-2.4	-4	6	5	-22
C[C@@H]1CN([C@H](C)CO)C(=O)c2cc(NC(=O)CCC(F)(F)F)ccc2O[C@H]1CN(C)S(=O)(=O)c1ccccc1	-0.9	0	0	-0.4	-3	-5	10	-4
CN(C)CC(=O)Nc1ccc2c(c1)[C@@H]1C[C@@H](CC(=O)N3CCN(C)CC3)O[C@@H](CO)[C@@H]1O2	0.2	-2	-1	-0.2	-1	3	-4	3
CCCCCCCCN1C(=O)[C@H](CC(=O)N2CCCCC2)C[C@@]2(C(=O)OC)CC(C)(C)CC=C12	0.1	·	-2	0.0	-8	-9	·	4
COc1cccc2cc(-c3ccccc3)c(=O)oc12	0.1	32*	-2	1.0	-12	3	11	-6
O=c1cc(C(F)(F)F)nc(-c2cccnc2)[nH]1	0.4	·	-1	0.8	-24	-4	·	-2
C/C=C/c1ccc([C@@H]2[C@H](CO)N(C(=O)CC)C23CN(C(=O)c2ccccc2)C3)cc1	0.0	·	0	0.1	-16	-2	·	-3
CN1C2CCC1CC(OC(=O)C(CO)c1ccccc1)C2 (configuration not stated)	-0.1	-2	2	0.1	2	0	-4	6
CSCC[C@H](NC(=O)[C@@H]1Cc2ccccc2CN1)C(=O)Nc1cccc(C)c1	0.0	3	-3	10	-13	3	·	-4
C[C@@H]1CN([C@H](C)CO)C(=O)Cc2cc(NC(=O)CCN3CCOCC3)ccc2O[C@@H]1CN(C)CC1CC1	-1.1	-2	-2	0.0	-1	3	-6	4
Cc1ccc(Cn2nnc3c(=O)n(CC(=O)N4CCN(c5ccccc5)CC4)cnc32)cc1	·	5	1	·	-5	?	-5	-1
CCCCOCCCNC(=O)C[C@@H]1C[C@@]2(C(=O)OC)CC(C)(C)CC=C2N(Cc2cccc3ccccc23)C1=O	-0.1	·	0	-0.2	-4	-2	·	0
CC(C)NC(=O)N(C)C[C@H]1Oc2ccc(NC(=O)Nc3ccc(F)cc3)cc2CC(=O)N([C@H](C)CO)C[C@@H]1C	0.2	-4	0	-0.2	13	-6	6	-4
C[C@H](CO)N1C[C@H](C)[C@H](CN(C)C(=O)c2ccc3c(c2)OCO3)Oc2cc(-c3cncnc3)ccc2S1(=O)=O	-0.1	4	1	-0.1	6	3	4	-7
CO[C@H]1CN(C)C(=O)c2ccc(NS(C)(=O)=O)cc2OC[C@H](C)N(C(=O)C2CC2)C[C@@H]1C	-0.5	-2	-3	-0.1	1	1	1	5
CCOC(=O)c1c(C)[nH]c(C(=O)COC(=O)CNS(=O)(=O)c2ccc(C)cc2)c1C	0.0	1	2	·	-17	9	-8	-4
COc1cc(OC)cc(C(=O)NCCSc2c[nH]c3ccccc23)c1	0.2	9	-1	0.4	-10	2	5	2

Remaining list, next part:
structure	XiGFP reactiv	esBAF inh	ERAP1 HTS inh	E-sel inducer	RAD52 anneal inh	ERp5 inh	RAD54 inh	S100A4 inh HTS
COc1cccc(COC(=O)CSCC(=O)Nc2ccc(C)cc2)c1OC	0.0	-10	0	·	-6	0	-4	-3
C[C@@H]1CN([C@@H](C)CO)C(=O)c2cccc(NC(=O)Nc3ccc(F)cc3)c2O[C@@H]1CN(C)C(=O)Nc1cccc2ccccc12	0.5	4	0	0.5	-2	3	5	17
CSc1ncc(C(=O)NCCCc2ccccc2)c(C)n1	0.3	5	2	·	-12	4	-2	4
CO/N=C/c1ccc(OC)c(Oc2nc(OC)cc(OC)n2)c1	0.2	·	1	·	-6	3	·	4
Cc1ccc(NC(=O)Cn2cnc3c(NCc4ccccc4)ncnc32)cc1C	-0.1	4	-8	0.4	-2	0	-5	1
